# Source: PubChem
# TEAD-YAP inh: TEAD-YAP interaction inhibition, primary screen, TEAD-YAP interaction inhibitor project, luminescence, HEK-TIYL cells | TEAD-Gal4/YAP UAS-luciferase luminescence | inhibition, % at 9.12 µM | 640,000 tested, 1.4% active; in the data active = inhibition above about 32%;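 note: 0% = median of test compound wells and 100% = reference inhibitor wells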
# MITF inh: MITF inhibitors, primary screen, biochemical, AlphaScreen, human; 650,000 tested, 0.91% active; AlphaScreen MITF homodimerization, bead proximity signal; inhibition, % at 2.6 µM; Microphthalmia-associated transcription factor (Homo sapiens), O75030; in the data active = inhibition above about 50%;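 note: 0% = vehicle wells with protein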
# Target sequence (O75030 whole entry, looked up): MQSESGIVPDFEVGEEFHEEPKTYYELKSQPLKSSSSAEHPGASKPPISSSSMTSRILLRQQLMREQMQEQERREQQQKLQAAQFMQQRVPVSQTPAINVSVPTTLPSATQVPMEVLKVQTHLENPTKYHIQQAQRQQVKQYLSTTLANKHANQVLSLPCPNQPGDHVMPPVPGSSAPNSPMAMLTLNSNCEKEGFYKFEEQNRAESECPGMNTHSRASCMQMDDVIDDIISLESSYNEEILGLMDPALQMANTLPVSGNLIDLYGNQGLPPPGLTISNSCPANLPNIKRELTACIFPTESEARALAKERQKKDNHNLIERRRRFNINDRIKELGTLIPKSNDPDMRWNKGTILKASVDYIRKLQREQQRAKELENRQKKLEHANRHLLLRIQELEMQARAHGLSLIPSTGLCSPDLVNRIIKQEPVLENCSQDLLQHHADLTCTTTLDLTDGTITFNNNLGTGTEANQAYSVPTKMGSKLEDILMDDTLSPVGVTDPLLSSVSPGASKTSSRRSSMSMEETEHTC
# FBW7 act: FBW7 E3 ligase activators, primary screen, biochemical, AlphaScreen, human; AlphaScreen FBW7–phospho-cyclin E peptide binding, activator screen; normalized activity (activation), % at 26.1 µM; 650,000 tested, 0.13% active; AID 1259310, 2017; in the data active = normalized activity above about 1.9%;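 note: purified mutant Fbw7 with reduced substrate affinity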
# GPR151 ag: activators of human GPR151, primary screen, cell-based, PathHunter beta-arrestin, luminescence; G-protein coupled receptor 151 (Homo sapiens), Q8TDV0; PathHunter beta-arrestin GPR151 cells; activation, % at 11.2 µM; 650,000 tested, 1% active; in the data active = activation above about 4.9%;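 note: 0% = median of compound wells and 100% = cells with positive control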
# Target sequence (Q8TDV0 whole entry, looked up): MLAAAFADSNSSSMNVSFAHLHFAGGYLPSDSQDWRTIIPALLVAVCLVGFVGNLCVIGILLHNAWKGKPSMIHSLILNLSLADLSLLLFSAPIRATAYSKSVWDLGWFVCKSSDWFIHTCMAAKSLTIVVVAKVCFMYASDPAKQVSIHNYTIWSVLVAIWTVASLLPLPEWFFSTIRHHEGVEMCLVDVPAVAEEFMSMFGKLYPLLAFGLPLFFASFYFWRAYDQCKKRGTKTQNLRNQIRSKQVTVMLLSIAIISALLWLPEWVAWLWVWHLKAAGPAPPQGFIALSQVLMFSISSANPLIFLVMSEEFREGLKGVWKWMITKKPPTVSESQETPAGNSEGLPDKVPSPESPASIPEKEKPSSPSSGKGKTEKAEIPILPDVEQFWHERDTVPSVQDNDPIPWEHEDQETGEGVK
# * hit, by the source's call. Outcome played no part in choosing rows (roughly 3.4% active in at least one column).
SMILES,TEAD-YAP inh,MITF inh,FBW7 act,GPR151 ag
CCOc1ccc(NC(=S)NC(=O)c2ccccc2[N+](=O)[O-])cc1,-2,27,0.0,-1.3
CCOCCCNC(=O)CN(c1cccc(C(C)=O)c1)S(C)(=O)=O,0,3,-0.2,-1.1
O=c1oc2ccccc2cc1-c1csc(CCCCc2nc(-c3cc4ccccc4oc3=O)cs2)n1,7,-4,0.1,0.7
CSc1ccc(C(=O)Nc2nnc(-c3ccccc3)o2)cc1,-4,-3,-1.1,-3.2
COc1cccc(NC(=O)CSc2nc3cccnc3n2C)c1,6,6,0.0,-0.4
COc1ccc(-c2c(C)c3ccc(OCC(N)=O)cc3oc2=O)cc1OC,6,9,0.1,1.3
CCOC(=O)/C(=C\c1cccs1)NC(=O)c1cccc2ccccc12,6,-11,-0.7,-0.4
COc1ccc(S(=O)(=O)Oc2ccccc2/C=C2\SC(=S)NC2=O)cc1,5,10,0.4,-1.8
CCOc1cc(CN2CCC(C(=O)N(C)Cc3ccccc3)CC2)ccc1O,0,25,0.5,0.8
CC(=O)Nc1ccc(N2CCN(C(=O)C(C)C)CC2)cc1,16,6,-0.1,0.5
CC(=O)NC(c1ccccc1Cl)c1c(O)ccc2ccccc12 (centres undefined),-5,4,-0.1,1.4
Cc1ccc(NC(=O)CSc2nnc(C(F)(F)F)n2N)c(Br)c1,27,-3,0.1,1.4
COc1cccc(/C=C2/C(=O)N(c3ccccc3)N=C2CSc2ccc(Cl)cc2)c1,10,-7,-0.1,1.3
O=C(COC(=O)c1cc(-c2ccc(Br)cc2)nc2ccccc12)c1ccc([N+](=O)[O-])cc1,-1,5,0.1,2.8
CCCNC(=O)c1ccc2nc(-c3ccccc3)c(-c3ccccc3)nc2c1,-7,10,0.1,3.7
CS(=O)(=O)c1ccc(N2CCCCCC2)c([N+](=O)[O-])c1,0,17,0.0,1.0
CCN(CC)S(=O)(=O)c1ccc(NC(=O)c2ccccc2Oc2ccccc2)cc1,-5,13,0.3,1.2
CC(=O)N(CN1C(=O)c2ccccc2C1=O)c1ccc(Oc2ccccc2)cc1,5,14,0.0,0.8
CCOC(=O)N1CCc2c(sc(NCc3cccs3)c2C(=O)Nc2cc(Cl)ccc2OC)C1,0,12,-0.4,-1.0
O=C(CSc1nccc(=O)[nH]1)N1N=C2/C(=C/c3ccco3)CCCC2C1c1ccco1 (centres undefined),9,4,-0.1,-1.0

# 5 compounds picked at random from the list so far, as already listed:
SMILES,TEAD-YAP inh,MITF inh,FBW7 act,GPR151 ag
CC(=O)Nc1ccc(N2CCN(C(=O)C(C)C)CC2)cc1,16,6,-0.1,0.5
CC(=O)NC(c1ccccc1Cl)c1c(O)ccc2ccccc12 (centres undefined),-5,4,-0.1,1.4
CSc1ccc(C(=O)Nc2nnc(-c3ccccc3)o2)cc1,-4,-3,-1.1,-3.2
CCN(CC)S(=O)(=O)c1ccc(NC(=O)c2ccccc2Oc2ccccc2)cc1,-5,13,0.3,1.2
O=c1oc2ccccc2cc1-c1csc(CCCCc2nc(-c3cc4ccccc4oc3=O)cs2)n1,7,-4,0.1,0.7

# Entries of single compounds, quoted from the list.
# CCOC(=O)N1CCc2c(sc(NCc3cccs3)c2C(=O)Nc2cc(Cl)ccc2OC)C1 is listed with TEAD-YAP inh: 0; MITF inh: 12; FBW7 act: -0.4; GPR151 ag: -1.0
# CC(=O)N(CN1C(=O)c2ccccc2C1=O)c1ccc(Oc2ccccc2)cc1 is listed with TEAD-YAP inh: 5; MITF inh: 14; FBW7 act: 0.0; GPR151 ag: 0.8

# The list continues.
SMILES,TEAD-YAP inh,MITF inh,FBW7 act,GPR151 ag
CCOC(=O)C1=C(C)N=c2s/c(=C\c3sccc3C)c(=O)n2C1c1ccc(OC)c(OC)c1 (centres undefined),2,1,-0.1,1.4
Cc1cc(C(=O)COC(=O)c2ccc3c(c2)OCO3)c(C)n1CC1COc2ccccc2O1 (centres undefined),-5,-4,0.0,-1.7
CCOc1ccc(-c2ccc(N3CCN(C(=O)Nc4ccc(C)c(F)c4)CC3)nn2)cc1,-22,-2,0.0,-1.2
O=S(=O)(c1cnc[nH]1)N1CCN(c2cccc(Cl)c2)CC1,1,3,0.2,0.3
O=C(Nc1ccc(N2CCOCC2)cc1)c1csc(N2CCCC2CO)n1 (centres undefined),-5,13,0.1,0.3
NS(=O)(=O)c1ccc(N/C=C/C(=O)c2ccncc2)cc1,-4,15,0.4,-1.7
CC1(C)CC(=O)C2=C(C1)N(c1ccccc1C(F)(F)F)C(=O)CC2c1cccnc1 (centres undefined),-2,27,-0.1,0.3
O=C(NCCc1nnc2n1CCN(Cc1cccc(F)c1F)CC2)C1CCC1,-1,3,0.1,2.0
Cc1nc2cc(NC(=O)N3c4ccccc4CC3C)ccc2n1C (centres undefined),37*,-5,-0.2,-1.7
COc1ccc(-n2c(=O)c3ccccc3n(CC(=O)OCc3ccccc3)c2=O)cc1OC,12,2,-0.1,1.3
O=C(CSc1nnc(CSc2ncccn2)n1C1CCCCC1)N1CCCCC1,7,-2,0.1,0.1
Cc1ccc2nc(/C(C#N)=C/c3ccccc3F)[nH]c2c1,-18,-5,-0.1,-0.3
C1=CCC(/C=N/Nc2ccc3nncn3n2)CC1 (centres undefined),-4,1,-0.1,-0.6
CC(=O)Oc1ccc(Br)cc1/C=C1\N=C(c2cc([N+](=O)[O-])ccc2Cl)OC1=O,0,12,0.2,-0.3
CC1(C)CC(=O)C2=C(C1)OC1=C(C(=O)CC(C)(C)C1)C2c1ccc(-c2ccccc2C(=O)O)o1,-2,5,-0.1,-0.2
O=C(Nc1ccc(N2CCOCC2)cc1)c1cccc(-c2ccccc2)n1,-1,6,-0.1,-0.9
COc1ccc2[nH]cc(S(=O)(=O)c3ccc(C)c(C)c3)c(=O)c2c1,4,-5,-0.1,1.9
Cc1cc(NC(=O)Cn2cnc3sc(C)c(-c4ccccc4)c3c2=O)no1,5,-7,0.0,-0.9
C/C(NCCc1ccc(Cl)cc1Cl)=C(\C#N)C(=O)NC1CCCCC1,-3,12,0.1,0.6
Cc1ccc(N(CC(=O)NC2CCCCCCC2)S(=O)(=O)c2c(C)nn(C)c2C)cc1,4,-20,-0.2,-1.3
Cc1ccccc1C(=O)NN1C(=O)c2ccccc2C1=O,-2,5,0.1,-0.5
Cc1ccc2c(c1)CC(C(=O)Nc1ccc(-c3cn[nH]n3)cc1)CO2 (centres undefined),0,1,0.1,2.5
CCOc1ccccc1NC(=O)CN1C(=S)NC(C)(C)CC1C (centres undefined),-4,-24,0.0,0.8
Cc1ccc2nc(NC(C)C34CC5CC(CC(C5)C3)C4)c3nnnn3c2c1 (centres undefined),3,-18,-0.2,-1.1
N#Cc1c(SCC(=O)Nc2cccc(C(F)(F)F)c2)nc2c(c1-c1cccs1)CCCC2,1,-16,-0.1,-0.3
O=C(CSCc1ccccc1)NNC(=O)C12CC3CC(CC(C3)C1)C2,0,13,0.5,0.7
Cc1cc2ncn(CC(O)COc3ccc(Cl)cc3)c2cc1C (centres undefined),-8,-2,0.0,-0.5
Cc1nn(C)cc1CNC(=O)C1CC(Cc2ccc3c(c2)OCO3)=NO1 (centres undefined),9,-3,-0.2,0.2
COc1ccc(-c2noc(C3CCCN(C(=O)Nc4ccccc4Cl)C3)n2)cc1 (centres undefined),-58,11,0.1,-2.8
CCCCCOC(=O)Cc1c(O)c2ccccc2[nH]c1=O,-2,8,0.1,-1.1
Cc1ccc(NC(=O)C2C3C=CC4(O3)C2C(=O)N(C2CCC(C)CC2)C4C(=O)NC2CCCCC2)cc1Cl (centres undefined),-11,-6,-0.1,-0.4
CNC(=O)C(=O)NCC1OCCN1S(=O)(=O)c1cc(F)ccc1F (centres undefined),-3,7,0.7,-1.4
Cc1ccccc1NC(=O)c1ccc(=O)n(C)n1,-2,6,0.1,0.1
CCn1c(SCCOc2ccc(Cl)cc2)nc2ccccc21,-6,-3,0.1,0.4
CCCCCCOc1ccc(C(=O)Oc2ccc(-c3ccc(CCC)cn3)cc2)cc1,-6,20,0.1,-0.9
CN1CCN(CC(=O)N(Cc2c(C#N)c3ccccc3n2C)c2ccccc2)CC1,-5,-6,-0.1,-2.5
Cc1ccc(CC2C(=O)N(c3nc(C)cc(C)n3)C(=O)C2C)cc1 (centres undefined),-1,20,0.3,-0.5
CCN(CC)c1c2c(nc3nncn13)CCC2,1,-2,0.0,0.5
Cc1ccc(NC(=O)COc2ccc(C3CCCCC3)cc2)cc1Cl,6,1,0.0,0.9
CC(=O)Nc1cc(C)c(NS(=O)(=O)c2ccc(C)cc2)c(C)c1,12,7,0.2,0.8
Cc1ccc2oc(C3Nc4ccccc4NC4=C3C(=O)CC(c3cccs3)C4)cc(=O)c2c1 (centres undefined),16,2,0.0,0.9
O=C(Nc1ccc(Cc2ccncc2)cc1)C(F)(F)F,2,-2,-0.1,0.3
Cc1cc(N2CCOCC2)nc2ccc(NC(=O)CCC(=O)NC3CCCCC3)cc12,-16,-13,0.2,1.6
CC(=O)CSc1nnc(Nc2ccc(Oc3ccccc3)cc2)s1,-11,7,0.1,2.6
CCOC(=O)C1CCCN(S(=O)(=O)c2ccc(S(N)(=O)=O)cc2)C1 (centres undefined),4,-2,-0.1,0.1
CS(=O)(=O)N(CC(=O)NCc1ccccn1)c1ccc(Cl)c(C(F)(F)F)c1,7,-1,0.5,1.9
COc1cc(S(=O)(=O)NCc2cccs2)ccc1F,-4,-6,-0.2,0.0
CCc1ccc(OCC2c3cc(OC)c(OC)cc3CCN2C(=O)c2ccccc2OC)cc1 (centres undefined),-1,12,0.1,-0.8
CC(=O)c1ccc(N2CCN(C(=O)Cn3c(=O)oc4cc(Cl)ccc43)CC2)cc1,1,1,0.2,2.5
O=C(C(c1ccccc1)N1Cc2ccccc2C1=O)N1CCc2ccccc21 (centres undefined),-1,10,-0.1,1.0
Cc1ccc(OCC(=O)Nc2ccc(C)c(N3CCCC3=O)c2)cc1,-3,-9,-0.1,-0.6
O=C(CNc1ccc(F)cc1)N/N=C/c1ccccc1Cl,7,-1,0.0,0.0
C=CCNC(=O)CCC1(Cc2cccc(OC)c2)CCC(=O)N1 (centres undefined),-1,11,0.2,1.5
Cc1nonc1OCC(C)(COc1nonc1C)NS(=O)(=O)c1ccc(Cl)cc1,0,2,0.1,0.7
CCOC(=O)c1sc(N)c(C#N)c1COC(=O)CCCN1C(=O)c2ccccc2C1=O,0,17,0.0,-0.4
Cn1ncc([N+](=O)[O-])c1C(=O)Nc1ccc(I)cc1,1,9,0.0,0.7
CC1CCCCN1C(C(=O)O)c1ccccc1 (centres undefined),0,7,-0.2,1.5
O=C(CN(c1ccc(Cl)c(C(F)(F)F)c1)S(=O)(=O)c1ccccc1)NCc1cccnc1,5,51*,-0.1,0.3
CCN(CC1CCCO1)C(=O)CCc1nnc(CCc2ccc(OC)cc2)o1 (centres undefined),0,11,0.3,-0.1
Fc1ccccc1C(c1nnnn1CC1CCCO1)N1CCN(c2ccccc2)CC1 (centres undefined),-5,6,-0.1,0.5
# Further structures
SMILES,TEAD-YAP inh,MITF inh,FBW7 act,GPR151 ag
Cc1cc(N2C(=O)C3CCCCC3C2=O)ccc1Br (centres undefined),6,4,0.1,1.2
CC(=O)NC(NC(=S)Nc1ccc(C(=O)O)cc1)C(Cl)(Cl)Cl (centres undefined),6,9,-0.2,0.6
FC(F)(F)c1cccc(Nc2nccn3c(-c4ccc5c(c4)OCO5)cnc23)c1,0,17,0.3,1.7
Cc1oc(C(=O)O)cc1CSc1nnc(-c2ccccc2)n1C,-1,2,0.3,0.8
N=C1C(c2nc3ccccc3s2)=C(O)CN1c1ccc(C(=O)O)cc1,-1,0,0.0,1.6
CN(C)CCCNC(=S)N1CCN(c2ccc3nnc(-c4ccc(F)cc4)n3n2)CC1,3,-3,-0.2,-0.7
COc1ccccc1NC(=O)Cn1nnc(-c2ccccc2NC(=O)c2cccc(F)c2)n1,6,0,0.0,1.6
COc1ccccc1/C=C1\N=C(c2ccc(C)c([N+](=O)[O-])c2)OC1=O,-5,0,0.5,-5.1
Cc1ccc(-n2c(=O)[nH]c3c(C(N)=O)nc(CC(C)C)nc32)cc1,-5,7,-0.2,1.6
Cn1ccc2cc(-c3cncc(-c4cccc(O)c4)n3)ccc21,8,13,0.1,0.3
CCCOc1ccc(Cc2c(Cl)nc(SC)nc2NN)cc1,5,-12,-0.1,0.9
Cc1nnc(SCC(=O)NC(C)c2cnn(-c3cccc4ccccc34)c2C)s1 (centres undefined),0,-10,-0.2,0.0
O=C(Cn1cnc(-c2ccc(F)cc2)cc1=O)Nc1cccnc1,5,7,0.3,-1.3
COc1ccc(CNC(=O)c2ccccc2C(=O)NC(C)(C)C(=O)NCc2ccc(OC)cc2)cc1,-11,4,0.0,0.5
CCC(=O)c1ccc(OCC(O)CNC(C)c2ccccc2)cc1 (centres undefined),12,-24,-0.2,1.2
CCc1ccc(CC(=O)Nc2sccc2-c2nc3ccccc3s2)cc1,1,-3,-0.1,1.9
Cc1ccc(NC(=O)CCCOc2ccc(C)cc2)cc1,-6,-1,0.0,-0.7
